# GDH-TPI counter = GDH-TPI coupling enzyme inhibitors, primary screen, artefact control for M. tuberculosis FBA inhibitor project, biochemical, absorbance, full deck; GDH-TPI coupled enzyme counterscreen, NADH absorbance; inhibition, % at 4.8 µM; 360,000 tested, 1.2% active; AID 588335, 2011; in the data active = inhibition above about 30%;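 also: 0% = DMSO wells and 100% = wells lacking the enzyme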
# Vc quorum ag = inducers of Vibrio cholerae quorum light production without autoinducers, primary screen, BH1578 luxS cqsA deficient, single point | activation, % at 18.7 µM | V. cholerae BH1578 lux reporter, luminescence, 6 h | 350,000 tested, 0.16% active; in the data active = activation mostly above about 9.7%, no sharp cut-off; also: not every result past the cut was called active; inactives centre near 0; reference of the scale not given here
# Rv3671c inh = Rv3671c serine protease inhibitors, primary screen, biochemical, fluorescence polarization, M. tuberculosis H37Rv | P9WHR9 | inhibition, % at 5.96 µM | 320,000 tested, 0.048% active; in the data active = inhibition above about 38%;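 also: extracellular domain of Rv3671c used as enzyme; 0% = enzyme with DMSO and 100% = no enzyme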
# Target sequence (P9WHR9 whole entry, looked up, the tested form may be a part): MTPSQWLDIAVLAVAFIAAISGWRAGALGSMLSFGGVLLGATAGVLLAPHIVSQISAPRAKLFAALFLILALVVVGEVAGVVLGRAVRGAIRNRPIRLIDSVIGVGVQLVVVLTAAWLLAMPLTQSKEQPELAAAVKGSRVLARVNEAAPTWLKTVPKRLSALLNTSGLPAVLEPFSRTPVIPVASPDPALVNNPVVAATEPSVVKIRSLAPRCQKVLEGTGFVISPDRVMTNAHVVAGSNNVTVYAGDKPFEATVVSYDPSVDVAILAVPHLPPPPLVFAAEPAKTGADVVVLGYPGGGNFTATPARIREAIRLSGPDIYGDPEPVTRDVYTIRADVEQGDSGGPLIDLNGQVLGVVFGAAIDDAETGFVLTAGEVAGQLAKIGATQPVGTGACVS
# Mtb BioA inh = M. tuberculosis BioA enzyme inhibitors, primary screen, biochemical, plate reader, single point, HTS; inhibition, % at 9.99 µM; AID 602481, 2012; purified M. tuberculosis BioA enzyme; 7,8-diaminopelargonic acid synthase BioA (Mycobacterium tuberculosis); 360,000 tested, 0.096% active; in the data active = inhibition above about 40%
# Mtb UGM inh = M. tuberculosis UGM enzyme inhibitors, primary screen, biochemical, fluorescence polarization, single point; inhibition, % at 10 µM; 320,000 tested, 0.06% active; AID 504406, 2011; purified UGM, fluorescence polarization probe displacement; in the data active = inhibition above about 10%, passing the limit was not always enough
# MazEF act = activators of E. coli MazEF toxin-antitoxin RNase, primary screen, biochemical, fluorescence, uHTS. activation, % at 20 µM. FAM/BHQ RNA-DNA oligo cleavage fluorescence, 5 h. Endoribonuclease toxin MazF (Escherichia coli (strain K12)), P0AE70. 350,000 tested, 0.32% active; in the data active = activation above about 50%
# Target sequence (P0AE70 whole entry, looked up): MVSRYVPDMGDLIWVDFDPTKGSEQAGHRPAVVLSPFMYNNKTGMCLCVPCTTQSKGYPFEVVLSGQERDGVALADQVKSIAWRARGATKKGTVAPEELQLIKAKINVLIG
# Mtb FBA inh = Mtb FBA enzyme inhibitors, primary screen, biochemical, fluorescence, strain H37Rv; Fructose-bisphosphate aldolase (Mycobacterium tuberculosis (strain ATCC 25618 / H37Rv)), …; purified M. tuberculosis FBA, fluorescence read-out; inhibition, % at 1 µM; 360,000 tested, 2.3% active; in the data active = inhibition above about 27%;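 also: 0% = vehicle and 100% = reference inhibitor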
# Target sequence (P9WQA3 whole entry, looked up): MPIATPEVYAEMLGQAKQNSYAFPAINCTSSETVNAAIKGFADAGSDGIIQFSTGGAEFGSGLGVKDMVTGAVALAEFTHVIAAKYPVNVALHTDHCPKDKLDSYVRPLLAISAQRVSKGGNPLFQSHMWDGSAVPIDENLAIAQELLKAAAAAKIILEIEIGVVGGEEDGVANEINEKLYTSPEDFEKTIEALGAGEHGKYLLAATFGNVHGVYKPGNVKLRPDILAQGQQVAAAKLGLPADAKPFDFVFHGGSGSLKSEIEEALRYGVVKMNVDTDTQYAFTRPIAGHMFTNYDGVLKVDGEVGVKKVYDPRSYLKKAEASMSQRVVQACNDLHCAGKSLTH
# SARS 3CLpro inh = SARS-CoV 3CLpro protease inhibitors, primary screen, biochemical, quenched FRET. Replicase polyprotein 1ab (Severe acute respiratory syndrome coronavirus), P0C6X7. recombinant SARS-CoV 3CLpro, quenched FRET peptide cleavage. inhibition, % at 6 µM. 290,000 tested, 0.14% active; in the data active = inhibition above about 12%
# DUSP3 inh = VHR1 phosphatase inhibitors, primary screen, biochemical, absorbance, uHTS; inhibition, % at 13.3 µM; 290,000 tested, 0.52% active; AID 1654, 2009; recombinant VHR phosphatase, pNPP absorbance; Dual specificity protein phosphatase 3 (Homo sapiens), P51452; in the data active = inhibition above about 50%; also: some compounds called inactive have numbers as strong as hits
# Target sequence (P51452 whole entry, looked up): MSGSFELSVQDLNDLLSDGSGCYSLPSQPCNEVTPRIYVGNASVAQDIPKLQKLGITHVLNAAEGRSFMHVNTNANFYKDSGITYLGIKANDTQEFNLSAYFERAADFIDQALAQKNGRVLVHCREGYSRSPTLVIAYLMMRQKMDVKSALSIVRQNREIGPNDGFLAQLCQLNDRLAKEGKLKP
# SSB-PriA inh = inhibitors of Klebsiella pneumoniae PriA binding to SSB C-terminal tail, primary screen, biochemical, AlphaScreen | PriA–SSB C-terminal tail interaction (Klebsiella pneumoniae) | 430,000 tested, 0.6% active | AlphaScreen SSBct-PriA binding, biotinylated peptide | AID 1272365, 2023 | inhibition, % at 33 µM; in the data active = inhibition mostly above about 37%, no sharp cut-off; inactive = mostly below about 20%;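 also: plate controls were negative control peptide for no effect and reference peptide for full effect; strong numbers were not always called active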
# The depositor's hits bear a star; i = inactive; nt = not tested or not shown; & = joins results of further samples. Only part of the results is shown; the hit share may differ from the screen's.
cpd	SMILES	GDH-TPI counter	Vc quorum ag	Rv3671c inh	Mtb BioA inh	Mtb UGM inh
1	Cc1nc2ccc(S(=O)(=O)NCC(=O)N3CCC(C)CC3)cc2s1	3.2	-0.1	-2.4	-1.5	-3.6
2	O=C(Nc1nc2c(s1)CCc1ccccc1-2)c1ccco1	19.1	-0.3	-14.2	0.7	1.0
3	C/C(CC(=O)Nc1ccccc1Br)=N\NC(=O)C(=O)N1CCCC1	-2.4	i	-9.7	0.1	2.9
4	CCC(C(=O)OCCN(CC)CC)c1ccccc1 (configuration not stated)	-1.4	i	-2.7	-0.4	-0.4
5	Cc1onc(-c2c(Cl)cccc2Cl)c1C(=O)NC(=S)N1CCOCC1	6.3	i	3.8	-1.1	-0.1
6	CS(=O)(=O)N(CC(=O)NCc1ccc2c(c1)OCO2)c1ccccc1	-4.6	i	-7.1	nt	3.1
7	Cc1cc(C(=O)CN2C(=O)C(=O)N(C3CCCC3)C2=O)c(C)n1-c1ccc(F)cc1	-4.4	2.8	-1.6	-1.6	-2.4
8	O=C(COC(=O)/C=C/c1ccco1)Nc1ccccc1	0.6	-0.1	3.1	nt	0.9
9	C=CCN(c1ccccc1)S(=O)(=O)c1cccc(C(=O)NCc2ccco2)c1	3.2	-4.2	-6.8	-0.7	0.8
10	CCN(CC(=O)Nc1ccc(NC(C)=O)cc1)C(=O)/C=C/c1cn(-c2ccccc2)nc1-c1ccc(C)cc1	-5.3	i	-69.8	0.2	0.3
11	Cc1nn(CC(=O)N2CCCC2)c(=O)c2cc3cc(F)ccc3n12	3.4	-0.5	-0.9	-0.5	-0.1
12	Cc1ccc2c(CN(C)Cc3ccc(OC(F)F)cc3)cc(=O)oc2c1C	-10.3	-0.5	-9.3	-1.4	0.4
13	Cc1cccc(CN2CCN(CC(=O)O)C2=O)c1	-2.5	i	nt	0.0	nt
14	C=CCNC(=O)C1CCN(S(=O)(=O)c2cccs2)CC1	3.1	-0.1	3.6	-1.4	-1.5
15	OC(COCC1COc2ccccc2O1)CN1CCCCC1 (configuration not stated)	-7.8	-0.3	-0.7	nt	0.0

cpd	MazEF act	Mtb FBA inh	SARS 3CLpro inh	DUSP3 inh	SSB-PriA inh
1	-4.4	-3.9	-4.8	21.4	-8.5
2	6.1	2.1	4.4	8.3	4.2&-5.0
3	-0.9	-1.3	-2.7	-3.7	nt
4	3.3	-1.4	-4.7	4.7	-5.3
5	7.2	-1.5	5.7	8.8	-12.7
6	11.3	1.3	-1.9	-1.8	-20.2
7	0.9	-1.1	-0.1	19.0	8.5
8	-6.5	0.6	-2.0	40.5	-1.4
9	-6.5	-1.6	nt	nt	-4.0
10	-9.7	0.5	7.7	10.1	4.9
11	2.4	-1.1	-1.6	-25.2	-10.0
12	-3.0	-0.3	-2.8	-4.2	-22.0
13	-2.7	0.2	2.0	12.0	-14.1
14	-5.6	0.6	1.1	-3.0	-5.8
15	0.4	-1.6	-0.4	0.4	-2.2

# Looked up by structure from the entries so far:
cpd	SMILES	GDH-TPI counter	Vc quorum ag	Rv3671c inh	Mtb BioA inh	Mtb UGM inh
14	C=CCNC(=O)C1CCN(S(=O)(=O)c2cccs2)CC1	3.1	-0.1	3.6	-1.4	-1.5
12	Cc1ccc2c(CN(C)Cc3ccc(OC(F)F)cc3)cc(=O)oc2c1C	-10.3	-0.5	-9.3	-1.4	0.4
7	Cc1cc(C(=O)CN2C(=O)C(=O)N(C3CCCC3)C2=O)c(C)n1-c1ccc(F)cc1	-4.4	2.8	-1.6	-1.6	-2.4
2	O=C(Nc1nc2c(s1)CCc1ccccc1-2)c1ccco1	19.1	-0.3	-14.2	0.7	1.0

cpd	MazEF act	Mtb FBA inh	SARS 3CLpro inh	DUSP3 inh	SSB-PriA inh
14	-5.6	0.6	1.1	-3.0	-5.8
12	-3.0	-0.3	-2.8	-4.2	-22.0
7	0.9	-1.1	-0.1	19.0	8.5
2	6.1	2.1	4.4	8.3	4.2&-5.0

# Continuation.
cpd	SMILES	GDH-TPI counter	Vc quorum ag	Rv3671c inh	Mtb BioA inh	Mtb UGM inh
16	O=C(N/N=C/c1ccco1)c1cccc(NC(=O)c2cccc(Cl)c2)c1	18.7	-0.6	-27.9	1.1	-0.8
17	Fc1ccc(CCNCc2ccc(Cl)c(Cl)c2)cc1	9.0	-1.7	7.8	0.8	3.1
18	O=C(N/N=C1\CCCc2ccccc21)c1ccc([N+](=O)[O-])cc1Cl	11.9	-0.3	0.7	6.4	-0.8
19	Cc1ccc(C2(c3ccc(C)cc3)CC2C(=O)NCc2cccnc2)cc1 (configuration not stated)	3.1	-0.2	-3.2	nt	2.3
20	S=c1[nH]nc(-c2ccncc2)n1/N=C/C=C/c1ccccc1	23.9	-1.0	-1.2	nt	-1.4
21	CCN(CC)S(=O)(=O)c1cccc(-c2nnc(SCCOc3ccccc3C)o2)c1	2.6	i	-15.6	-2.0	-0.6
22	CCOc1ccc(NC(=O)CSc2nnc(COc3c(C)cccc3C)o2)cc1	-5.0	0.4	-3.4	-1.8	-0.1
23	COc1cc(O)c(C(C)=O)cc1OC	22.0	-0.5	-4.9	-1.5	-1.2
24	CC(C)NCc1nnc(-c2ccccc2Cl)o1	-2.1	-0.5	3.0	nt	0.4
25	CCCc1cc(=O)oc2cc(C)c3c(C)coc3c12	-1.6	i	-5.3	5.1	1.1
26	CCN1CCN(C(=S)Nc2cccc(Cl)c2)CC1	7.0	i	6.3	1.2	-0.5
27	CCOc1ccc(/C=N/NC(=O)C(=O)N2CCCCCC2)c2ccccc12	19.6	i	nt	0.8	nt
28	Cc1ccc(CNC(=O)CCNS(=O)(=O)c2cccc3nsnc23)cc1	7.5	-0.3	-0.4	0.2	-3.5
29	C=CCOc1ccccc1CN1CCC(Oc2ccc(C(=O)N3CCCCC3)cc2)CC1	1.0	-0.1	-9.6	-0.4	-1.5
30	CCOC(=O)C1=C(C)N(C)C(=S)NC1c1ccccc1Cl (configuration not stated)	3.5	nt	2.1	0.9	1.9

cpd	MazEF act	Mtb FBA inh	SARS 3CLpro inh	DUSP3 inh	SSB-PriA inh
16	7.7	-6.6	-5.7	25.5	nt
17	-5.7	0.3	-2.5	46.1	-11.2
18	-9.4	4.6	4.4	-10.4	nt
19	-13.4	-1.8	8.9	26.4	-4.1
20	-6.3	-4.5	-0.1	17.6	nt
21	-7.5	0.4	2.9	-16.1	-9.4
22	-12.2	-0.8	-0.1	-5.4	-5.5
23	3.8	-0.3	0.5	3.3	-1.5
24	-23.2	0.4	-3.3	24.2	-19.1
25	-1.0	17.6	-4.4	5.0	-21.8
26	-5.1	0.5	-3.1	14.9	-1.6
27	-1.1	3.3	1.8	12.6	nt
28	1.1	0.3	-5.5	8.0	-3.7
29	-3.9	0.7	-1.3	40.4	5.0
30	5.1	1.2	0.1	16.5	-18.5

cpd	SMILES	GDH-TPI counter	Vc quorum ag	Rv3671c inh	Mtb BioA inh	Mtb UGM inh
31	COc1ccc(/C(N)=N/OC(=O)c2ccco2)cc1	-2.5	i	-4.2	1.2	1.7
32	O=C(c1cccc(NC2=NC3CS(=O)(=O)CC3S2)c1)N1CCN(c2ncccn2)CC1 (configuration not stated)	-13.5	i	0.8	-1.7	-4.1
33	CCCCN(CC)CCCNC(=O)c1ccc(CS(=O)(=O)c2ccccc2C)o1	-0.9	-15.4	0.6	-1.8	0.8
34	O=C(NCc1ccco1)C1CC(=O)N(c2cccc(Cl)c2)C1 (configuration not stated)	9.7	-0.9	-0.1	0.1	-0.4
35	O=C1/C(=C\c2ccco2)SC(=S)N1C1CCS(=O)(=O)C1 (configuration not stated)	0.8	-0.6	13.0	1.0	-0.6
36	CCSc1nsc(SCC)c1C(N)=O	-1.9	-1.8	0.0	-2.7	-0.4
37	Cc1cccc2cc(CN(CC3CCCO3)C(=O)c3cnccn3)c(=O)[nH]c12 (configuration not stated)	19.1	i	nt	-4.1	nt
38	O=C(O)Cn1c(-c2ccccc2)cc2ccccc21	6.8	-2.4	5.0	1.1	2.4
39	O=C(CC1(O)C(=O)N(CCc2ccccc2)c2ccccc21)c1ccco1 (configuration not stated)	0.3	-12.5	-3.3	-1.5	2.6
40	COC(=O)c1c(-n2cnnn2)sc(C)c1C	8.3	-0.4	1.8	0.0	-2.7
41	CCS(=O)(=O)N1Cc2ccccc2CC1C(=O)Nc1nnc(SCc2ccc(F)cc2)s1 (configuration not stated)	-1.5	-0.4	-15.8	nt	1.5
42	C/C(=N/NC(=O)c1ccoc1C)c1cccc(NC(=O)C2CC2)c1	8.4	-1.7	4.8	nt	-3.9
43	Cc1ccc(C)n1-c1sc2c(c1C#N)CCC(C)C2 (configuration not stated)	-12.0	14.3	5.1	-0.9	-1.0
44	CCOC(=O)c1c(NC(=O)CCS(=O)(=O)c2ccccc2)sc2c1CC(C)(C)NC2(C)C	-2.8	0.1	1.5	4.3	0.5
45	O=Cc1cc([N+](=O)[O-])ccc1N1CCOCC1	3.4	-0.2	6.1	nt	0.9

cpd	MazEF act	Mtb FBA inh	SARS 3CLpro inh	DUSP3 inh	SSB-PriA inh
31	3.2	1.9	2.6	2.0	i
32	2.7	5.3	-7.1	33.1	4.8
33	-3.6	4.6	4.0	-8.2	5.4
34	9.3	0.3	2.2	8.5	5.6
35	3.8	-3.5	-5.0	31.5	-9.6
36	5.5	-2.3	-3.8	33.7	-3.6
37	2.1	4.4	-4.0	-9.6	-2.1
38	1.1	47.2*	4.3	34.6	-4.5
39	-2.2	0.6	0.8	15.3	-12.4
40	-10.6	21.1	-3.1	8.5	-10.8
41	-15.0	0.0	-5.2	1.5	-0.3
42	2.8	-1.3	0.5	2.1	nt
43	4.4	-0.1	0.7	-5.5	-10.5
44	1.3	1.9	-2.1	3.6	1.3&-14.0&-4.0
45	2.4	-4.4	0.0	-3.6	-16.4

cpd	SMILES	GDH-TPI counter	Vc quorum ag	Rv3671c inh	Mtb BioA inh	Mtb UGM inh
46	O=C(CSc1n[nH]c(-c2ccncc2)n1)Nc1ccccc1Cl	-2.2	-1.8	6.2	-0.3	nt
47	O=C(CCCNS(=O)(=O)c1cccs1)N1CCc2ccccc2C1	0.3	-1.3	3.5	2.1	1.3
48	O=C(OCc1cccc(F)c1)c1ccc2c(=O)n3c(nc2c1)CCC3	-1.0	-0.2	-2.1	nt	1.4
49	CC(C)C(=O)Nc1ncc2c(n1)CC(c1cccs1)CC2=O (configuration not stated)	0.6	i	-2.7	7.1	-0.6
50	Nc1nc(C(=O)N2CCOCC2)nn1S(=O)(=O)c1ccc(Cl)cc1	6.4	-0.3	-6.4	-0.4	1.1
51	COC(=O)[C@@H](Cc1c[nH]c2ccccc12)NC(=O)CCC(=O)c1ccc(Br)cc1	7.6	-1.4	-3.2	6.1	-0.4
52	O=C(NNC(=O)c1ccccc1-c1ccccc1C(=O)O)c1cccc([N+](=O)[O-])c1	1.1	3.3	1.6	nt	1.3
53	COc1ccccc1C(=O)NNC(=O)c1csc(N2CCOCC2)n1	0.7	i	0.4	-0.2	-2.5

cpd	MazEF act	Mtb FBA inh	SARS 3CLpro inh	DUSP3 inh	SSB-PriA inh
46	2.9	-2.3	nt	nt	-9.6
47	-8.9	-0.8	-8.0	10.7	-0.5
48	5.2	0.2	-3.8	-18.6	-14.2
49	-9.2	-2.9	0.8	39.7	-10.2
50	6.8	3.6	-6.0	13.4	-1.6
51	3.1	-1.0	-3.9	-7.6	-5.8
52	0.6	1.3	1.3	-9.9	-14.5
53	2.6	-1.8	nt	nt	0.0

# Screening results (PubChem BioAssay)
